Compound activity deposited in PubChem BioAssay by several laboratories.
NOD2-RIPK2 inh – NOD2-RIPK2 protein interaction inhibition; O43353; CHO BLA complementation NOD2-RIPK2, CCF4 ratio; inhibition, % at 4.98 µM; actives 0.38% (n = 360,000); AID 624267; in the data active = inhibition above about 21%;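 note: 0% = vehicle only and 100% = reference blocker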
Target sequence (O43353 whole entry, looked up): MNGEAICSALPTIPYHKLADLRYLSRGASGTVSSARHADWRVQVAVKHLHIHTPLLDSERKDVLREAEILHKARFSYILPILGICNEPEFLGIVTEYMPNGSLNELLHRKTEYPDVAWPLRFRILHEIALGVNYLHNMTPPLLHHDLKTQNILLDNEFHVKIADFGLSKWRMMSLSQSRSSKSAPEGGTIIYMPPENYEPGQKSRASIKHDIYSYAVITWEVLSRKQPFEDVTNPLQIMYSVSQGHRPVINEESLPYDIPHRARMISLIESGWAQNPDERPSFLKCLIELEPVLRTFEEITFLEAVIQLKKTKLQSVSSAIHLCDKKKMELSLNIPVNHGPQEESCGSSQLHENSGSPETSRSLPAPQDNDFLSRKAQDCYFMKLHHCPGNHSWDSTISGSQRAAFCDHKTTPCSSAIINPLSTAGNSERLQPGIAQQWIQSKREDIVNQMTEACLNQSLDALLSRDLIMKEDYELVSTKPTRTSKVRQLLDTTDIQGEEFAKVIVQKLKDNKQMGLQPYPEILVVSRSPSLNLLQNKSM
MC4R ag barr – activates human MC4R beta-arrestin recruitment; U2OS MC4R beta-arrestin complementation, luminescence; percent of melanotan II response, DMSO zero; activation, % at 8.9 µM; actives 0.98% (n = 360,000); AID 540308;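 active = activation above a per-plate cutoff, the mean activation of sample wells on that plate plus 3 SD, cut at about 8% in these data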
Target sequence (P32245 whole entry, looked up): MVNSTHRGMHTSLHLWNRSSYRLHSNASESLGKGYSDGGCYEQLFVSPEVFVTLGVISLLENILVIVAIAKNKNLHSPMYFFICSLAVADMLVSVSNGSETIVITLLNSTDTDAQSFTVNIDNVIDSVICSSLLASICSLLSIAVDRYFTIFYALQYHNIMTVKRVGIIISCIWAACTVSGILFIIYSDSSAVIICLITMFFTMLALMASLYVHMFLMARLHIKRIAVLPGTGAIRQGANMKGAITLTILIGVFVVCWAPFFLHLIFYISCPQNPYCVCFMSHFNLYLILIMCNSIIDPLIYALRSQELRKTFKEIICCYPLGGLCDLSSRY
TLR9-MyD88 block – TLR9-MyD88 interaction inhibition; CHO BLA complementation TLR9-MyD88, CCF4 FRET ratio; actives 0.21% (n = 340,000); inhibition, % at 4.98 µM;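 active = inhibition above the mean over all tested compounds plus 3 SD, cut at about 21% in these data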;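 note: 0% = DMSO only wells and 100% = clavulanate BLA inhibitor control wells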
Glyco luc inh – N-linked glycosylation inhibition. D54 ERlucT glycosylation luciferase reporter, 24 h; percent of 100 nM tunicamycin response. reporter increase, % at 12.5 µM. actives 0.23% (n = 360,000). AID 588692;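 active = mean luciferase reporter signal, scaled so untreated is 0 and the glycosylation-blocking control 100, at or above a set limit in every replicate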;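 note: luciferase carries N-glycosylation sites so blocking glycosylation raises the light; 0% = median of neutral control wells and 100% = median of 100 nM tunicamycin wells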
ABHD5-PLIN5 inh – ABHD5-PLIN5 protein interaction inhibition | Q00G26+Q8WTS1 | Split G. princeps luciferase complementation, luminescence, 4 h | inhibition, % at 4 µM | actives 0.78% (n = 360,000);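 active = inhibition above the mean inhibition across every tested compound plus 3 SD, cut at about 22% in these data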;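 note: 0% = DMSO only wells and the 100% control is not disclosed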
HTR2A ag – activates the mouse 5-HT2A serotonin receptor; CHO-K1 mHTR2A beta-arrestin complementation, luminescence; percent of 30 µM serotonin response; activation, % at 7.6 µM; actives 0.66% (n = 360,000); AID 624169;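 active = activation above a run cutoff, the mean activation of all tested compounds plus 3 SD, cut at about 14% in these data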;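 note: 0% = plate median of compound wells and 100% = 30 µM serotonin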
Cardio protect – modulators protecting cardiomyocytes from myocardial damage; actives 0.63% (n = 360,000); AID 588492; protection from H2O2 cell death, % at 20 µM; H9c2 cardiomyocytes, H2O2 injury protection, ATPLite, 2 h;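 active = compounds giving at least 50% protection of heart cells from peroxide-induced death in the single-dose screen, raw or plate-pattern-corrected value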;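 note: 0% = DMSO wells with peroxide and 100% = DMSO wells without peroxide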
SRC2 inh – inhibits human steroid receptor coactivator 2. actives 0.17% (n = 370,000). Q15596. inhibition, % at 9 µM. HEK293 GAL4-SRC2 luciferase reporter, luminescence;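 active = inhibition above the mean inhibition of all tested compounds plus 3 SD, set per campaign, cut at about 52% in these data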;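 note: 0% = DMSO treated cells and 100% = cells given Gossypol at 36 µM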
ABCB6 inh MLPCN – human ABCB6 transporter inhibition; Q9NP58; actives 0.19% (n = 360,000); fluorescence ratio to DMSO, % at 10 µM; K562-ABCB6 porphyrin accumulation, flow cytometry, 1 h; hits give low values;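 active = fluorescence ratio to DMSO below 75%, the collection mean minus 3 SD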;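 note: signal is porphyrin accumulated inside mitochondria; 100% equals median channel fluorescence of DMSO control wells; lower ratio means ABCB6 inhibition with less porphyrin fluorescence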
MC4R antag cAMP – antagonists of human melanocortin 4 receptor (MC4R) | P32245 | inhibition, % at 6.5 µM | actives 0.48% (n = 360,000) | MC4R-expressing cells, MTII-stimulated cAMP, LANCE TR-FRET;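 active = inhibition above its plate's cutoff, the mean of tested wells on that plate plus 3 SD, cut at about 29% in these data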;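 note: 0% = Melanotan II alone and 100% = Melanotan II plus saturating MCL0020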
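System – human MC4R-expressing U2OS cells · Also added – Melanotan II · Dosing – one concentration, 6.5 µM nominal · Timing – 30-min compound, 1-h challenge, 1-h detection, room temperature · Measured by – Eu-cAMP/anti-cAMP TR-FRET, emission 671 nm · Replicates – singlicate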
An asterisk follows results filed as active; / = no result given.

SMILES	NOD2-RIPK2 inh	MC4R ag barr	TLR9-MyD88 block	Glyco luc inh	ABHD5-PLIN5 inh	HTR2A ag	Cardio protect	SRC2 inh	ABCB6 inh MLPCN	MC4R antag cAMP
Cc1cccc2c(C(=O)n3cccn3)cc(-c3ccccc3Cl)nc12	-6	0.0	-21	0	-2	3	-7	-32	101	9
CCCNC(=O)c1ccccc1C(=O)NC1(C(=O)NCCC)CCCC1	-9	-0.1	-7	0	-3	6	-7	-16	96	15
CC1(C(=O)NS(=O)(=O)Cc2cccc(Cl)c2)CCN1C(=O)C/C=C/c1ccccc1 (stereo not given)	-13	-1.8	/	3	-3	-1	2	-19	96	6
O=C(COC(=O)c1ccccn1)NCc1ccccc1	-1	-2.0	-4	2	-2	9	7	-5	98	13
C=CCc1c(N(CC)CC)nc(C)[nH]c1=O	-4	-1.8	10	5	5	3	6	4	96	9
CCOC(=O)CN(C(=O)COc1nc(-c2ccccc2)cc(C)c1C#N)c1ccccc1C	-2	-1.3	/	7	-5	-2	8	4	100	7
COCCCNC(=O)/C(C#N)=C/c1cc(C)[nH]c1C	-7	0.3	-8	2	1	1	3	-17	94	14
CCCCC[C@H](C)N1C[C@H](COCc2ccccc2)Oc2cc(N3CCC[C@H]3COC)ccc2S1(=O)=O	-15	/	/	/	-11	-2	/	-1	100	/
CC(=NNC(=O)c1ccncc1)c1ccccc1O	-4	0.2	-6	-4	-3	-4	49	2	102	9
CCN(CC)Cc1c(C(=O)N/N=C/c2ccc(C)o2)nnn1-c1nonc1N	-6	-0.7	13	0	-4	-2	9	2	95	-1
CC(C)(C)NC(=O)C1c2ccccc2OCC(=O)N1C1CC1 (stereo not given)	-6	/	/	/	0	5	/	-16	105	/
COc1ccc(C2=C(C)CC(C)(C)NC2=O)cc1OC	6	-1.1	-3	2	5	0	-3	-67	102	3
CC1COc2ccccc2N1S(=O)(=O)c1ccc(Cl)cc1 (stereo not given)	-6	5.5	-15	-2	-6	-3	-12	-7	93	15
Cc1cc(-c2ccccc2)nc(=O)[nH]1	4	-1.5	-7	1	4	-2	0	3	116	6
Brc1ccc(-c2c(-c3ccsc3)sc3ccccc23)cn1	-2	0.3	0	-2	3	3	-7	-26	84	1
O=C(CNC(=O)c1ccc(Cl)cc1Cl)OCn1nnc2ccccc2c1=O	1	-1.7	-5	1	8	3	0	2	100	32*
CCOc1ccc(N2CSC(=S)N(c3ccc(OCC)cc3)C2)cc1	-22	-0.8	-3	1	-10	2	-3	-26	99	18
Cn1c(=O)cc(SCC(=O)N2CCN(c3ccccn3)CC2)c2ccccc21	-2	-1.8	7	3	6	2	32	-10	103	-22
C=C(C)CN1C(=O)C(C)SC1=NN=C1SCC(=O)N1C (stereo not given)	-1	-1.0	-10	0	1	3	2	4	95	1
CSc1nnc(-c2ccc([N+](=O)[O-])cc2)o1	-15	-0.4	-4	0	-3	3	5	-7	97	3
COc1ccccc1OCc1cc(C(=O)N(C)CCC2CCOCC2)no1	-5	1.7	-3	-1	7	-1	1	-52	77	8
CCOC(=O)CCCNC(=O)CCNC(=O)c1ccc(OCCC(C)C)cc1	-6	-0.1	/	-2	-3	-3	-2	-37	102	6
Cn1nc(-c2ccc(C(=O)O)cc2)c2ccccc2c1=O	0	1.6	-6	1	-7	3	5	-14	102	14
Cc1cc2c(ncn2Cc2ccccc2)c(NS(C)(=O)=O)c1C	6	0.7	-1	/	1	-8	-8	22	89	6
COc1ccccc1OCC(=O)Nc1ccc(S(=O)(=O)N2CCCCCC2)cc1	6	0.1	-10	-2	-10	-3	-1	-4	95	-4
COCCN(CC(=O)NCC1CCCO1)C(=O)CCC(=O)Nc1cc(C)on1 (stereo not given)	-1	1.0	1	2	0	1	8	5	89	8
COc1cccc(NC(=O)CN(C)C(=O)/C=C/c2ccc3ccccc3n2)c1	5	-0.8	4	-2	5	0	2	6	104	0
O=C(c1ccc(CS(=O)Cc2ccccc2Cl)o1)N1CCN(c2ccccc2)CC1 (stereo not given)	-5	2.3	1	0	-6	-10	15	-23	98	1
Cc1c(NC(=O)c2ccc(Cl)nc2)cccc1-c1nc2cccnc2s1	-8	-0.9	10	-5	-5	1	2	20	91	8
Cn1nccc1C(=O)Nc1cccc(S(=O)(=O)N2CCOCC2)c1	-5	-1.9	0	-1	2	6	2	-7	97	1
c1ccc2cc(Cn3ccnc3)ccc2c1	-3	-1.7	-9	0	5	6	2	-8	95	13
NC(=O)CC12CC3CC(C1)CC(CC(N)=O)(C3)C2	7	-3.2	-6	1	3	-1	5	5	100	9
Cc1cc(C)cc(N=c2c([N+](=O)[O-])nn(-c3ccc(Cl)cc3)n2O)c1	2	5.2	-1	-2	-4	-3	-12	27	91	4
COc1cccc(NC(=O)COC(=O)c2ccccc2C(=O)N(C)c2ccccc2)c1	2	-0.4	-7	-1	-2	-3	-9	9	94	7
COc1ccc(COCC(O)CN(Cc2ccccc2)C(C)C)cc1OC (stereo not given)	-9	0.8	1	0	0	8	-12	11	100	9
COC(=O)C1=C(C)N(C2CCCCC2)C(=O)/C1=C\c1cccs1	6	0.6	/	0	-4	1	4	-2	100	4

One compound at a time, from the list above:
Cc1c(NC(=O)c2ccc(Cl)nc2)cccc1-c1nc2cccnc2s1 is entered as NOD2-RIPK2 inh: -8; MC4R ag barr: -0.9; TLR9-MyD88 block: 10; Glyco luc inh: -5; ABHD5-PLIN5 inh: -5; HTR2A ag: 1; Cardio protect: 2; SRC2 inh: 20; ABCB6 inh MLPCN: 91; MC4R antag cAMP: 8
O=C(c1ccc(CS(=O)Cc2ccccc2Cl)o1)N1CCN(c2ccccc2)CC1 (stereo not given) is entered as NOD2-RIPK2 inh: -5; MC4R ag barr: 2.3; TLR9-MyD88 block: 1; Glyco luc inh: 0; ABHD5-PLIN5 inh: -6; HTR2A ag: -10; Cardio protect: 15; SRC2 inh: -23; ABCB6 inh MLPCN: 98; MC4R antag cAMP: 1
CCOC(=O)CN(C(=O)COc1nc(-c2ccccc2)cc(C)c1C#N)c1ccccc1C is entered as NOD2-RIPK2 inh: -2; MC4R ag barr: -1.3; TLR9-MyD88 block: /; Glyco luc inh: 7; ABHD5-PLIN5 inh: -5; HTR2A ag: -2; Cardio protect: 8; SRC2 inh: 4; ABCB6 inh MLPCN: 100; MC4R antag cAMP: 7

The list continues.
SMILES	NOD2-RIPK2 inh	MC4R ag barr	TLR9-MyD88 block	Glyco luc inh	ABHD5-PLIN5 inh	HTR2A ag	Cardio protect	SRC2 inh	ABCB6 inh MLPCN	MC4R antag cAMP
CCCCN(Cc1ccccc1)S(=O)(=O)c1cc(Br)cc2c1N(C(C)=O)C(C)C2 (stereo not given)	4	-1.4	-4	-7	8	0	-18	10	99	12
CCOC(=O)c1sc(NC(=O)C(OC(C)=O)c2ccccc2)nc1C (stereo not given)	9	-1.0	-6	1	3	-1	3	-15	98	15
O=C(COC(=O)C1CCC1)Nc1cccc(S(=O)(=O)N2CCOCC2)c1	-9	-0.8	2	0	17	13	4	8	93	-5
CCN(CC)CCCC(C)NC(=O)c1c(NC(=O)c2ccccc2)sc2c1CCCC2 (stereo not given)	4	-0.5	10	-2	4	-11	8	-31	90	10
Cc1ccc(Oc2ccc(-c3nc(N)nc(N)n3)cc2)cc1C	1	2.0	5	-5	-1	4	-6	-27	91	4
Fc1ccccc1NC(=S)NCCc1cccc(Cl)c1	7	-2.8	11	-3	0	-10	-7	-46	98	3
CS(=O)(=O)NCCCCCCNS(C)(=O)=O	-2	-0.5	0	0	-3	2	-3	-12	101	10
NS(=O)(=O)c1cccc(NC(=O)COC(=O)Cc2ccc(S(=O)(=O)N3CCCCC3)s2)c1	7	-1.7	-11	1	-7	0	3	-14	98	2
COC(=O)c1ccccc1NC(=O)c1cccc(NC(=O)c2ccc(Br)o2)c1C	11	-0.7	-8	1	-3	-2	-1	-2	79	13
CCOc1ccc(CCNC(=O)c2ccc(CS(=O)Cc3cccc(Cl)c3)o2)cc1 (stereo not given)	-7	-4.2	-6	-1	-2	1	5	-4	97	16
O=C(CSc1nnc(-c2ccncc2)o1)Nc1cccc(Cl)c1	-17	-0.5	-8	1	4	-1	1	-8	116	9
NC1=NC[C@H](Cc2ccc(O)cc2)N1CCCCC1CCCCC1	-7	0.1	-1	5	16	-13	-6	8	98	8
CCOC(=O)c1c(-c2ccc(C)o2)csc1NC(=S)NC(=O)N(C)C	8	-4.2	-1	1	12	-3	-5	6	92	19
CCOC(=O)CSc1nnc(-c2ccc(NS(=O)(=O)c3ccc(C)cc3)cc2)o1	5	-0.7	3	2	2	-2	-17	0	97	38*
O=C(NNc1ncc(C(F)(F)F)cc1Cl)c1ccc(Cl)c(Cl)c1	-9	-1.0	-2	0	-4	-7	-3	7	96	-1
COC(=O)c1[nH]c2ccc(F)cc2c1NS(=O)(=O)c1ccc(OC)cc1	-5	-1.2	-1	12	0	-4	-22	4	105	-25
CC1(C)NC(=O)N(CNc2cc(Cl)ccc2Cl)C1=O	3	-1.8	1	0	3	-3	-7	-12	98	-1
O=C(NCc1ccccc1F)c1cccc(S(=O)(=O)N2CCCCC2)c1	-17	-1.7	3	-2	-3	3	2	-10	91	13
Cc1cc(N2CCN(C)CC2)nc2ccc(NC(=S)NCc3cccs3)cc12	0	-2.1	-8	-1	12	-10	1	-3	112	5
COC(=O)/C=C/c1ccc(OC(=O)OC)c(OC(=O)OC)c1	3	-3.7	5	0	-8	3	62*	-7	96	4
N#C/C(=C/c1ccccc1)C(=O)OCC(=O)Nc1ccccc1[N+](=O)[O-]	-6	-0.6	-5	2	5	1	9	-16	96	8
CCCn1c(SCC(=O)Nc2nnc(C(C)C)s2)nc2c1c(=O)n(C)c(=O)n2C	-6	-3.2	1	1	2	-1	-10	-21	93	8
Cn1c(=O)oc2cc(C(=O)c3ccccc3)ccc21	11	1.6	-1	-2	-14	-1	-2	-16	85	14
CCn1c(-c2ccccc2)c(C(=O)CCl)c2ccccc21	0	-2.1	-18	13	-2	8	-10	4	103	17
COc1cccc(CNc2ccc3[nH]c(=O)[nH]c3c2)c1OCc1ccc(F)cc1	2	-0.6	-7	0	1	0	2	6	96	0

This is a subset; rates above refer to the full screens.
